Cav3 T inh – blocks human Cav3.2 T-type calcium channel | O95180 | Cav3.2-expressing cells, Fluo-4 calcium fluorescence FDSS; stronger effect = lower value | B-score at 10 µM | 100,000 compounds, 4% hits | AID 449739;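 active = single-dose well whose peak fluorescence ratio is a statistical outlier from its plate by either plate-standardised score or position-corrected B-score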
Target sequence (O95180 whole entry, looked up): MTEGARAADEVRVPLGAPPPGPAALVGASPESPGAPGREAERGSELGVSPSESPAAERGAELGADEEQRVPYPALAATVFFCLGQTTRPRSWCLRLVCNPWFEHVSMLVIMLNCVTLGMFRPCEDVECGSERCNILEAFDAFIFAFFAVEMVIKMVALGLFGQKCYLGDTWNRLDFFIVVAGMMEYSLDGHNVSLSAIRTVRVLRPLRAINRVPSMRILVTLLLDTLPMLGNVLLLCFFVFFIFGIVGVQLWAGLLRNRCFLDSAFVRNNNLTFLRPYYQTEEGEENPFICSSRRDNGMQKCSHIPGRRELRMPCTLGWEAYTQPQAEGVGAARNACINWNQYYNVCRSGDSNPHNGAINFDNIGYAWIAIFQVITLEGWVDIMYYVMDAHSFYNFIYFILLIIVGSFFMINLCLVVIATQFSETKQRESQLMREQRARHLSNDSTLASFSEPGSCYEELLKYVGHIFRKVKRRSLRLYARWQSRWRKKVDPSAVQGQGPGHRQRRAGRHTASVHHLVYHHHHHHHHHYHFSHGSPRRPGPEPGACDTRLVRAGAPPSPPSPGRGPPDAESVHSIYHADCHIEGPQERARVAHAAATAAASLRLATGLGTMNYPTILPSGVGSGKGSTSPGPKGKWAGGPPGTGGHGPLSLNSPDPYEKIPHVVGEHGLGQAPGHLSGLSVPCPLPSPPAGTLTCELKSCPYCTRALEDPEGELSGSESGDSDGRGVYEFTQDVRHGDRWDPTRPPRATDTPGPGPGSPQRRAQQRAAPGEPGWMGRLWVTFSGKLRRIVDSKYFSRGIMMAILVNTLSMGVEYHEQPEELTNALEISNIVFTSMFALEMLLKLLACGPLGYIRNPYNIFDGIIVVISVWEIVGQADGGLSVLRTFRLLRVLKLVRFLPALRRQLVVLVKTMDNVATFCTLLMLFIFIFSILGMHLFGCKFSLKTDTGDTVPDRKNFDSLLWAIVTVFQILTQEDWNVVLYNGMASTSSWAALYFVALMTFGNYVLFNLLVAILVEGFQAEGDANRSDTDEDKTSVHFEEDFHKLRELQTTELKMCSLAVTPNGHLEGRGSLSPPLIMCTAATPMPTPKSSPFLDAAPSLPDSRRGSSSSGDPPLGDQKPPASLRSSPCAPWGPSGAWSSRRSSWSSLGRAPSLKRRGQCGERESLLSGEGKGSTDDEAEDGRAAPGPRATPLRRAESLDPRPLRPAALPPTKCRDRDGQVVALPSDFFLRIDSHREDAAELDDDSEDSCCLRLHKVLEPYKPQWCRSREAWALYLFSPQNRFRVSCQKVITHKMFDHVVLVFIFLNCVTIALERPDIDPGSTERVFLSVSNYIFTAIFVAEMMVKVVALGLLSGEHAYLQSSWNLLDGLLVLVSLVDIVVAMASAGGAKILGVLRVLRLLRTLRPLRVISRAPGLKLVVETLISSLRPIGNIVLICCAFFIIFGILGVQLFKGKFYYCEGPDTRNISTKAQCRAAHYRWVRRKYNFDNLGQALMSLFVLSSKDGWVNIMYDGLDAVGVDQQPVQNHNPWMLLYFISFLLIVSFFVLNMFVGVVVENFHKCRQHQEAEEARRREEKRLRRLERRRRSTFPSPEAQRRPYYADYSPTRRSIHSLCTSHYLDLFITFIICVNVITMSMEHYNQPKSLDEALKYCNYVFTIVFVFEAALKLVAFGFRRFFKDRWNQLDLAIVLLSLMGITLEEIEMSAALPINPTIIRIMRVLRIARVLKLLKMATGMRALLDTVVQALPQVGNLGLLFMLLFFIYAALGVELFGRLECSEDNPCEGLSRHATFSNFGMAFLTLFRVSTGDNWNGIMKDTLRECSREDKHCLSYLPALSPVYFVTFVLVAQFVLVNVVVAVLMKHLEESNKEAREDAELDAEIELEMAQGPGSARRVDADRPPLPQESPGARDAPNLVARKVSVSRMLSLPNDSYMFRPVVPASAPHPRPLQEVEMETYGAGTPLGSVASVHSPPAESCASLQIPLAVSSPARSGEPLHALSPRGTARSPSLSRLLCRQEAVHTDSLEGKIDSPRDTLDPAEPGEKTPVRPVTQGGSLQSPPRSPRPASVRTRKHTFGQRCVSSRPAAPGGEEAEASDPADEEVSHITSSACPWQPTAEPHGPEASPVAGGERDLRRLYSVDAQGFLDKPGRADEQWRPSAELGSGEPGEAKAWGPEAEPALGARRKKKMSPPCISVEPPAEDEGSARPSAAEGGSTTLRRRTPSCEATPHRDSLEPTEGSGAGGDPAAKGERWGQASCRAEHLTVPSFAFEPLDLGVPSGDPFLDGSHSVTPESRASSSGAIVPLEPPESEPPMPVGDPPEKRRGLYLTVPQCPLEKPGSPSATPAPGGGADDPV
Active calls of the source: *.

SMILES	Cav3 T inh
CCN1CCN(C(=O)C2CCN(C(=O)c3cc4sccc4n3CC)CC2)CC1	0.064
CCCNC(=O)C1CC(=O)N(c2ccc(OCC(=O)Nc3cc(C)cc(C)c3)cc2)C1 (stereo not given)	-0.5
Cc1ccc2nc3c(c(C(=O)O)c2c1)CCC3	0.45
Clc1ccc(-n2nnnc2-c2cnc(-c3ccncc3)nc2-c2cccs2)cc1	-2.6
COC(=O)[C@H](C)NC(=O)Nc1ccccc1F	1.3
Cc1cc(O)c(C=Nc2cccc(Cl)c2)c(=O)o1	0.037
COc1ccccc1Nc1nc(N)nc(CN2CCCCCC2)n1	0.63
O=C(NCc1nc2ccccc2[nH]1)C1=C[C@H](c2ccccc2)C[C@H](OCc2ccc(CO)cc2)O1	-0.98
CN1C(C(=O)NCc2cccc(Br)c2)CC2Cn3c(nc4ccccc43)C21 (stereo not given)	1.2
Brc1ccc(-c2nc3ncccn3c2Nc2ccc3c(c2)OCCO3)o1	-0.57
CC(C)NC(=O)COC(=O)c1ccccc1Oc1ccccc1	-0.89
O=C(c1ccccc1)c1cc(-c2ccccc2)on1	-0.1
CCCc1nc2ccccc2c(C(=O)OC2CCOC2=O)c1CC (stereo not given)	-0.38
CC(=O)c1cccc(NC(=O)CCS(=O)(=O)c2cccc3nsnc23)c1	0.043
CCSc1nnc(-c2cccc(S(=O)(=O)N(C)C)c2)n1-c1cc(OC)ccc1OC	-0.64
Cn1c(=O)c2c(nc(N3CCOCC3)n2CCCNC2=NCCCCC2)n(C)c1=O	0.48
Cc1ccc(CSc2ncnc3c2cnn3Cc2ccccc2)cc1	0.014
COC(=O)C1=C(C)N=c2s/c(=C/c3cccs3)c(=O)n2C1c1cccs1 (stereo not given)	-0.97
COc1cccc(C2CC(c3ccccc3C)n3nc(N)nc3N2)c1 (stereo not given)	0.3
CCc1ccc2oc(=O)cc(CN3CCOCC3)c2c1	2.3
O=C(O)CSC12CC3CC(C1)CC(C(=O)O)(C3)C2	-1.1
CNc1oc(-c2ccccc2Cl)nc1C#N	1
COC(=O)c1cnn(C(=O)c2cc(OC)ccc2Br)c1N	0.18
COc1cc(-c2nc(-c3ccc4c(c3)-c3ccccc3S4(=O)=O)c(-c3ccccc3)[nH]2)cc(OC)c1OC	-0.13
COC(=O)C1=C(C)NC(=O)CC1c1ccc(F)c(Br)c1 (stereo not given)	0.37
CCC1(CC)Cc2ccccc2-c2nc(NCCO)[nH]c(=O)c21	-0.44
c1coc(CNc2c3c(nc4ccccc24)CCC3)c1	-1.3
CC(=O)Nc1ccc(OC(=O)c2cccs2)cc1	-0.27
Cc1ccc(C)c(Cn2nnc3c(=O)[nH]c(C4CCCN(C(=O)C5CCCCC5)C4)nc32)c1 (stereo not given)	-1.1
N#Cc1c(N2CCCC(O)C2)nc(N)c2c(N)nc3c(c12)CC(=O)N3C12CC3CC(CC(C3)C1)C2 (stereo not given)	0.53

Shown comma-delimited: seven of the compounds above
SMILES,Cav3 T inh
CNc1oc(-c2ccccc2Cl)nc1C#N,1
COC(=O)c1cnn(C(=O)c2cc(OC)ccc2Br)c1N,0.18
COc1cc(-c2nc(-c3ccc4c(c3)-c3ccccc3S4(=O)=O)c(-c3ccccc3)[nH]2)cc(OC)c1OC,-0.13
COC(=O)C1=C(C)NC(=O)CC1c1ccc(F)c(Br)c1 (stereo not given),0.37
CCC1(CC)Cc2ccccc2-c2nc(NCCO)[nH]c(=O)c21,-0.44
c1coc(CNc2c3c(nc4ccccc24)CCC3)c1,-1.3
CC(=O)Nc1ccc(OC(=O)c2cccs2)cc1,-0.27

New compounds follow.
SMILES	Cav3 T inh
O=C(CN1CCCC1)Nc1ccc(NC(=O)Nc2ccccc2Cl)cc1	-0.25
COC(=O)C1=C(COc2ccc(F)cc2)NC(=O)NC1c1ccc(C)cc1C (stereo not given)	-2.3
O=C(CSc1cc(Cl)ccc1Cl)NCC1CCCO1 (stereo not given)	0.6
O=C(COC(=O)c1ccccc1)NCC1CCCO1 (stereo not given)	0.83
CC(=O)c1ccc(N2CCN(c3ccc(S(=O)(=O)N4CCN(C)CC4)cn3)CC2)cc1	-0.57
Cc1cc(NC(=O)CSc2nnc(COc3ccccc3)n2Cc2ccco2)no1	0.92
Cc1ccc(-c2nc3ccccn3c2NC(=O)c2ccco2)cc1	0.92
CCOC(=O)c1cnc(SC2CC(=O)N(c3cccc(OC)c3)C2=O)nc1N (stereo not given)	0.37
CCN(CC)C(=S)SCC(=O)Nc1ccc(F)cc1	1.1
O=C(NC1CCS(=O)(=O)C1)c1cnccn1 (stereo not given)	0.088
O=C(CS(=O)(=O)Cc1ccccc1)N1CCN(C(=O)c2ccco2)CC1	0.22
O=C1CCN(C(=O)Nc2cccc(Cl)c2)N1	0.38
Cc1ccc(NC(=O)c2ccc(N3C(=O)C4CC=C(Cl)CC4C3=O)cc2)cc1 (stereo not given)	-1.4
Cc1nnc(SCCc2ccccc2)[nH]c1=O	0.23
CCOC(=O)CNC(c1ccccc1)c1cc(Br)ccc1NC(=O)OCC (stereo not given)	-5.9*
O=S(=O)(c1ccc(Cl)cc1)N1CCN(Cc2c[nH]c3ccccc23)CC1	-2.3
CN(C)c1cccc(C(=O)n2cc(C(=O)c3cc(F)ccc3O)cn2)c1	-3.9*
CCOC(=O)c1sc(C)c2c(=O)n(CCc3ccccc3)nnc12	-0.38
O=C(OCC(=O)N1CCc2ccccc21)c1ccccc1	-0.32
CSc1ccccc1NC(=O)CN(c1cc(C)cc(C)c1)S(C)(=O)=O	-2.5

A few values from above.
Cav3 T inh result of `CN(C)c1cccc(C(=O)n2cc(C(=O)c3cc(F)ccc3O)cn2)c1` : -3.9*
Cav3 T inh result of `Cc1ccc(NC(=O)c2ccc(N3C(=O)C4CC=C(Cl)CC4C3=O)cc2)cc1` (stereo not given) : -1.4

New compounds follow
SMILES	Cav3 T inh
CCOC(=O)N1CCN(C(=O)C(NC(=O)C2CCC(C)CC2)C(C)C)CC1 (stereo not given)	0.75
O=C(Nc1ccc2nc(-c3ccccc3)[nH]c2c1)c1cccs1	-1.7
CCOC(=O)C(NC(C)=O)C(=O)O (stereo not given)	0.76
CC(C)C(NC(=O)C1CCC(C(C)(C)C)CC1)C(=O)NCc1cccnc1 (stereo not given)	1.9
Cn1c(=O)n(Cc2ccc(F)cc2)c(=O)c2c1nc1n2CCCN1C1CCCCC1	-4.9*
Cc1[nH]n(-c2ccccc2)c(=O)c1CCOC(=O)c1cccc(C(F)(F)F)c1	-2
CC(C)(C)[C@H]1C=C(C(=O)N2CCN(Cc3ccccc3)CC2)O[C@@H](OCc2ccc(CO)cc2)C1	-0.043
CCOc1cc(NC(=S)Nc2cccc(C)c2)c(OCC)cc1NC(=O)CC(C)C	0.074
O=C1C2CCCN2C(c2ccc(F)cc2)N1c1ccc(Cl)cc1 (stereo not given)	-1.2
O=C(Nc1ccc2nsnc2c1)N1CCCCC1	-0.13
CCOC(=O)CCc1c(C)nc2cc(-c3ccccc3OC)[nH]n2c1=O	-0.024
OCCCc1nc2ccccc2n1CCOc1ccccc1	-0.25
Cc1cccc(C(=O)NNC(=O)c2ccc(Cl)cc2)c1O	-0.11
O=c1oc2cc(O)ccc2c2oc3cc(O)ccc3c12	-0.065
O=[N+]([O-])c1ccc(N2CCC(=NOCc3ccc(Cl)cc3)CC2)cc1	-5.7*
CCOc1ccc(Cn2nnc(C(=O)Nc3cc(C)cc(C)c3)c2N)cc1	-0.057
COC(=O)CSc1nc(-c2ccccc2)nc2ccc(F)cc12	-0.32
CCCCc1cc(=O)oc2c(CN3CCCC3)c(O)c(Cl)cc12	0.55
c1ccc(-n2c(-c3ccncc3)nnc2-c2cccs2)cc1	2.1
CCCCC(=O)Nc1ccc(C(=O)NNC(=O)CCc2ccccc2)cc1	0.41
CCOC(=O)c1oc2ccccc2c1NC(=O)c1ccc(S(=O)(=O)N(C)C)cc1	-0.35
CC1C(=O)C(C)C(c2ccc3c(c2)OCO3)NC1c1ccc2c(c1)OCO2 (stereo not given)	-2.3
CCOC(=O)C1CCCN(c2nc3ccccc3nc2C(C#N)C(=O)OCC)C1 (stereo not given)	-1.1
CCOC(=O)N1C2=NC(C(=O)OC)=C(C(=O)OC)[C@@H]3N(C)c4ccc(OC)cc4[C@]23C[C@H]1C(=O)OC	0.57
COc1cc(OC)cc(-c2nc3nc(C)c(CCC(=O)NCc4ccco4)c(C)n3n2)c1	2.9
CC1CCN(C(c2ccccc2)c2nnnn2C(C)(C)C)CC1 (stereo not given)	-0.05
Cc1ccc(C2CC(c3cccc(Cl)c3)n3nc(N)nc3N2)cc1 (stereo not given)	0.21
CC(C)C[C@H](NC(=O)c1nc[nH]c1C(=O)NC(c1ccccc1)c1ccccc1)C(=O)OCc1ccccc1	0.25
CCc1nn(-c2cc(Oc3cccc4ccccc34)nc(-c3ccccc3)n2)c(N)c1C#N	0.09
CCOP(=O)(O)c1ccccc1OCCOCCOc1ccccc1P(=O)(O)OCC	1.2
CCOC(=O)c1c(NC(=O)CC2Nc3cc(C)c(C)cc3NC2=O)sc(C)c1C (stereo not given)	-0.56
COc1ccc(CCN2C(=O)c3cccnc3C2=O)cc1OC	0.29
O=C(CCC1COc2ccccc2O1)Nc1ccccn1 (stereo not given)	-1.1
COc1cc(Cl)c(C)cc1NC(=O)CSc1nnc(-c2cccnc2)n1Cc1ccco1	-1.3
O=C(c1ccc(Cl)c(Cl)c1)c1cnc(Nc2ccccc2)s1	0.72
CCOC(=O)C1CCN(C(=O)CCn2c(=O)[nH]c3ccccc3c2=O)CC1	-0.33
Cn1c2c(c(=O)n(C)c1=O)CN(CCc1ccccc1)CN2	-0.93
COC(=O)c1c(NC(C)=O)sc2c1CCCC2	-0.78
CCN(CC)Cc1nc2c(c(=O)[nH]1)C1(CCCCC1)Cc1ccccc1-2	-1.2
COc1cccc(C(=O)OCCN2C(=O)c3ccccc3C2=O)c1OC	0.39

Retrieved by compound from above:
SMILES	Cav3 T inh
CCOC(=O)c1c(NC(=O)CC2Nc3cc(C)c(C)cc3NC2=O)sc(C)c1C (stereo not given)	-0.56
O=C(c1ccc(Cl)c(Cl)c1)c1cnc(Nc2ccccc2)s1	0.72
CCOC(=O)C1CCN(C(=O)CCn2c(=O)[nH]c3ccccc3c2=O)CC1	-0.33
COc1ccc(CCN2C(=O)c3cccnc3C2=O)cc1OC	0.29
CCN(CC)Cc1nc2c(c(=O)[nH]1)C1(CCCCC1)Cc1ccccc1-2	-1.2
COc1cc(Cl)c(C)cc1NC(=O)CSc1nnc(-c2cccnc2)n1Cc1ccco1	-1.3
COc1cccc(C(=O)OCCN2C(=O)c3ccccc3C2=O)c1OC	0.39

Continued:
SMILES	Cav3 T inh
Cc1cc(C)c(NC(=O)OCCN2CCOCC2)c(C)c1	-0.34
COc1ccc(N2CCN(CC(=O)Nc3nnc(-c4ccccc4)s3)CC2)cc1	0.9
COc1ccc2nc3ccccc3nc2c1	0.14
O=C(c1cccs1)N1CCN(C2CCCCC2)CC1	-1.6
COC(=O)c1cc2oc(C)cc2n1CC(=O)Nc1ccc(OC)c(OC)c1OC	0.053
COc1ccc(-c2cn[nH]c2N)cc1OC	1.2
O=C(CC1C(=O)N(c2ccc(Cl)cc2)C(=S)N1CCc1ccncc1)Nc1ccc(F)cc1 (stereo not given)	0.66
Cc1cc(NS(=O)(=O)Cc2ccccc2)cc(C)c1OCC(=O)N1CCOCC1	-0.032
CCc1nc(SCC(=O)Nc2ccccc2C(=O)OC)n[nH]1	-0.34
Cc1ccc(C(=O)CSc2nnc(COc3ccc(C#N)cc3)n2-c2ccccc2)cc1	-0.15
CCCS(=O)(=O)N1CCCC(C(=O)N2CCN(c3ccccc3)CC2)C1 (stereo not given)	1.8
Cn1c(SCC(=O)O)nnc1C1CCCCC1	0.00043
Cc1cc(C(=O)N/N=C2\CCCC(C)C2)n[nH]1 (stereo not given)	0.34
COc1cc(OC)cc(C(=O)NC2CCN(Cc3nnnn3Cc3cccs3)CC2)c1	1.9
COc1cc(C2NC(=S)NC(C)=C2C(=O)OC(C)C)ccc1OC(C)C (stereo not given)	-0.65
CC(=O)Nc1ccc(NC(=O)CSc2nnc(C3CC3)n2C)cc1	0.83
Cc1ccc(NC(=O)c2ccc(S(=O)(=O)N3CCC(C)CC3)cc2)cc1	-0.52
Cc1ccc(-n2nc(C)c3c2OC(N)=C(C#N)C3c2ccc(C)o2)cc1 (stereo not given)	0.62
COc1ccc(-c2cc(=O)oc3c(C)c(O)c(CN(C)C)cc23)cc1	0.59
Cc1ccc(CCn2c3c(c4ccccc42)CN(C)CC3)cn1	1.2
CCCCCC(=O)Nc1nc(C)c(-c2csc(Nc3cc(OC)ccc3OC)n2)s1	-0.38
Clc1ccc2c(N3CCCC3)ccnc2c1	-0.91
CCC(=O)OCC(=O)c1c(N)n(Cc2ccccc2)c(=O)n(C)c1=O	0.36
Cc1ccc(-n2nc3ccc(N)cc3n2)cc1	-0.033
CC(C)=C1SC(N2CCN(Cc3ccccc3)CC2)=NC1=O	2.6
C=CCOc1ccc(CNC(C)(C)C)cc1OC	0.0095
Cc1nnc(NC(=O)c2oc3cc(C)c(C)cc3c2C)s1	0.3
O=C(CN1C(=O)CCC1=O)Nc1nc(-c2nc3ccccc3s2)cs1	-0.22
CCC(Sc1nnc2c3ccccc3n(CC)c2n1)C(=O)Nc1sc2c(c1C#N)CCCC2 (stereo not given)	-3.6
Cc1ccc(C(CC(N)=O)c2ccco2)cc1 (stereo not given)	0.5
Nc1nc2sc3c(c2c(=O)s1)CCCC3	-0.78
N#Cc1ccc(CN2CCN(C(=O)c3ccccc3)CC2)c(Cl)c1	0.011
COc1ccc(NCc2n[nH]c(=O)c3ccccc23)cc1	0.68
O=C1C2CC=CCC2C(=O)N1c1n[nH]c(-c2ccccc2)n1 (stereo not given)	1.2
O=C(Cn1cc([N+](=O)[O-])cn1)N1N=C(C(F)F)CC1(O)C(F)F (stereo not given)	0.007
COc1ccc(-n2nnnc2S(=O)(=O)Cc2ccc(C(=O)O)cc2)cc1	0.82
Cc1ccccc1NC(=O)c1cc(S(=O)(=O)c2ccccc2)ccc1Cl	-1.8
COc1cc(NC(=O)C2CCCO2)c(OC)cc1Cl (stereo not given)	0.032

A draw from above in order of molecular weight, lowest first.
SMILES	Cav3 T inh
COc1ccccc1Nc1nc(N)nc(CN2CCCCCC2)n1	0.63
Cc1ccc(CSc2ncnc3c2cnn3Cc2ccccc2)cc1	0.014
CSc1ccccc1NC(=O)CN(c1cc(C)cc(C)c1)S(C)(=O)=O	-2.5

Some of the compounds tested, so the mix of outcomes need not match the whole.
